Assay outcomes deposited in PubChem BioAssay by NCI.
All columns: NCI-60 one-dose screen, growth in % after 48 h at 10 µM unless noted; 100 = growth as untreated, 0 = no growth, -100 = all killed.
SK-OV-3: SK-OV-3 ovarian cancer cells; 3.2% of 80,000 active; AID 1794785
NCI/ADR-RES: NCI/ADR-RES ovarian cells; 4.4% of 81,000 active
OVCAR-4: OVCAR-4 ovarian cancer cells | 3.7% of 80,000 active | AID 1794784
OVCAR-5: OVCAR-5 ovarian cancer; 2.9% of 82,000 active; AID 1794783
NCI-H226: NCI-H226 lung cancer. 3.5% of 79,000 active
NCI-H23: NCI-H23 lung cancer; 4% of 80,000 active; AID 1794731
IGROV1: IGROV1 ovarian cancer; 4.7% of 79,000 active
SN12C: SN12C renal cancer cells | 3.8% of 81,000 active
OVCAR-3: OVCAR-3 ovarian cancer; 7% of 79,000 active; AID 1794787
An asterisk follows results filed as active; nt = no result given; & = joins results of further samples; ! = repeats disagree; [ ] = dose if it differs, or a comment. How the source made its calls: active means growth percent below 10; inactive means the rest.

1. Cn1cc(-c2nnc(-c3cn(C)c4ncc(Br)cc34)o2)c2cc(F)ccc21
2. CC12CC3CC(C)(C1)CC(N)(C3)C2
3. C#Cc1cccc(Nc2ncnc3cc(OC)c(OCCCCCCC(=O)NO)cc23)c1
4. Cc1ccc(=O)n(-c2ccccc2)c1
5. O=c1oc2c(O)c(O)cc3c(=O)oc4c(O)c(O)cc1c4c23
6. CC(=O)OCC1=CC2OC(=O)C3=COC(OC4OC(CO)C(O)C(O)C4O)C1C32 (stereo unspecified)
Screen / compound no. | 1 | 2 | 3 | 4 | 5 | 6
SK-OV-3 | nt | 107 | -58* | 97 | 89&102 | 108
NCI/ADR-RES | 101 | 104 | 14 | 93 | 81&79 | 33
OVCAR-4 | 98 | 101 | 6.3* | 91 | 90&106 | 129
OVCAR-5 | 105 | nt | -8.4* | 89 | 91&103 | 111
NCI-H226 | 94 | 99 | -11* | 100 | 89&97 | 105
NCI-H23 | 94 | 107 | -31* | 80 | 96&102 | 72
IGROV1 | 80 | 99 | -41* | 85 | 92&103 | 71
SN12C | 95 | 106 | 5.4* | 96 | 78&104 | 101
OVCAR-3 | 105 | 122 | -20* | 104 | 98&109 | 112

Among those listed so far, these contain four or more nitrogen atoms.
1. Cn1cc(-c2nnc(-c3cn(C)c4ncc(Br)cc34)o2)c2cc(F)ccc21
3. C#Cc1cccc(Nc2ncnc3cc(OC)c(OCCCCCCC(=O)NO)cc23)c1
Screen / compound no. | 1 | 3
SK-OV-3 | nt | -58*
NCI/ADR-RES | 101 | 14
OVCAR-4 | 98 | 6.3*
OVCAR-5 | 105 | -8.4*
NCI-H226 | 94 | -11*
NCI-H23 | 94 | -31*
IGROV1 | 80 | -41*
SN12C | 95 | 5.4*
OVCAR-3 | 105 | -20*

(listing goes on)
7. CC(C)COC(=O)c1ccc(N)cc1
8. C/C(=N\O)c1ccc(N2C(=O)c3cccc4cccc(c34)C2=O)cc1
9. NC(N)=O
10. CCCCCCCCCC(=O)OC
11. Cn1cc(-c2nnc(N)nc2-c2cn(C)c3ccccc23)c2ccccc21
12. O=C(Nc1ccc(OCc2cccc(Cl)c2)cc1)c1ccc2nc(NS(=O)(=O)c3ccc4ccccc4c3)sc2c1
Screen / compound no. | 7 | 8 | 9 | 10 | 11 | 12
SK-OV-3 | 106&106 | 101 | 130 | 104 | 104 | 93
NCI/ADR-RES | 109&96 | 103 | 103 | 99 | 97 | 99
OVCAR-4 | 109&101 | 93 | 105 | 95 | 97 | 88
OVCAR-5 | 103&96 | 106 | nt | 99 | 95 | 90
NCI-H226 | 105&89 | 102 | 100 | 94 | 92 | 87
NCI-H23 | 111&96 | 102 | 102 | 97 | 95 | 99
IGROV1 | 103 | 98 | 111 | 104 | 86 | 87
SN12C | 99&92 | 100 | 102 | 103 | 90 | 86
OVCAR-3 | 119&104 | nt | 127 | 107 | 108 | 105

Profiles from above. Screens in order: SK-OV-3 | NCI/ADR-RES | OVCAR-4 | OVCAR-5 | NCI-H226 | NCI-H23 | IGROV1 | SN12C | OVCAR-3
CC(C)COC(=O)c1ccc(N)cc1 reads 106&106 | 109&96 | 109&101 | 103&96 | 105&89 | 111&96 | 103 | 99&92 | 119&104
NC(N)=O reads 130 | 103 | 105 | nt | 100 | 102 | 111 | 102 | 127
C/C(=N\O)c1ccc(N2C(=O)c3cccc4cccc(c34)C2=O)cc1 reads 101 | 103 | 93 | 106 | 102 | 102 | 98 | 100 | nt

New compounds follow:
13. [2H]c1nc(Nc2ncc(F)c(-c3cc(F)c4nc(C)n(C(C)C)c4c3)n2)c([2H])c([2H])c1CN1CCN(C([2H])([2H])C([2H])([2H])[2H])CC1
14. CCCCNc1ccc(C(=O)OCCOCCOCCOCCOCCOCCOCCOCCOCCOC)cc1
15. CCOC(N)=O
16. CN(C)CCCC1(c2ccc(F)cc2)OCc2cc(C#N)ccc21 (stereo unspecified)
17. CCN(CC)CC(O)CNc1c2ccc([N+](=O)[O-])cc2nc2cc(OC)c(OC)cc12 (stereo unspecified)
18. Cc1cc2c(F)c(Oc3ncnn4cc(OC[C@@H](C)OC(=O)[C@H](C)N)c(C)c34)ccc2[nH]1
Screen / compound no. | 13 | 14 | 15 | 16 | 17 | 18
SK-OV-3 | 19 | 117 | 109 | 109 | -42* | 74
NCI/ADR-RES | 81 | 89 | 110 | 99 | 52 | 90
OVCAR-4 | 74 | 97 | 108 | 115 | -39* | 65
OVCAR-5 | 56 | 111 | 106 | 97 | 10 | 26
NCI-H226 | 49 | 91 | 118 | 107 | -39* | 50
NCI-H23 | 51 | 88 | 97 | 100 | -27* | 28
IGROV1 | 47 | 105 | 98 | 107 | -40* | 21
SN12C | 54 | 95 | 98 | 103 | -34* | 56
OVCAR-3 | 71 | 92 | 121 | 109 | -38* | 81

19. COc1cccc(Nc2ncnn3ccc(CN4CC[C@@H](N)[C@H](O)C4)c23)c1
20. Cc1ccc(N(CC2=NCCN2)c2cccc(O)c2)cc1
21. CNCCCN1c2ccccc2CCc2ccccc21
22. Cc1c(CN2CCN(C(=O)[C@H](C)O)CC2)sc2c(N3CCOCC3)nc(-c3cnc(N)nc3)nc12
23. CCNC(=O)Nc1ccc(-c2nc3c(c(N4CCOC[C@@H]4C)n2)CCN(C2COC2)C3)cc1
24. Oc1ccc(C2CNCCc3c2cc(O)c(O)c3Cl)cc1 (stereo unspecified)
Screen / compound no. | 19 | 20 | 21 | 22 | 23 | 24
SK-OV-3 | -41* | 105 | 97 | -39* | -35*! | 112
NCI/ADR-RES | 19 | 104 | 93 | 7.0* | 12&90 | 101
OVCAR-4 | 61 | 103 | 84 | -9.5* | -13*! | 93
OVCAR-5 | 25 | nt | 104 | -12* | 23&47 | 99
NCI-H226 | 6.0* | 100 | 100 | -4.6* | -3.4*! | 103
NCI-H23 | 36 | 100 | 92 | 6.6* | 20&51 | 103
IGROV1 | -19* | 90 | 95 | -50* | -13*! | 109
SN12C | 19 | 95 | 75 | 4.4* | 15&36 | 100
OVCAR-3 | 44 | 112 | 109 | 3.1* | 16&40 | 101

25. Cc1cccc(-c2nn3c(c2-c2ccnc4ccc(C(N)=O)cc24)CCC3)n1
26. Cc1ccc(S(=O)(=O)NC(=O)NC2CCCCC2)cc1
27. O=C(Nc1nc2ccc(C(=O)N3CCN(C(c4ccccc4)c4ccccc4)CC3)cc2s1)c1ccc(NCCc2ccccc2)c([N+](=O)[O-])c1
28. CC1=CC[C@@H]2C(C)(C)C(=O)CC[C@@]2(C)[C@@H]1COc1ccc2ccc(=O)oc2c1
29. CCCOC(=O)c1ccc(N)cc1
30. [2H]c1nc(Nc2ncc3cc(C(=O)N(C)C)n(C4CCCC4)c3n2)c([2H])c([2H])c1N1CCNCC1
Screen / compound no. | 25 | 26 | 27 | 28 | 29 | 30
SK-OV-3 | 132 | 116 | 93 | nt | 111 | 90
NCI/ADR-RES | 101 | 104 | 78 | 28 | 116 | 104
OVCAR-4 | 149 | 107 | 95 | 23 | 112 | 100
OVCAR-5 | 126 | 108 | 99 | 98 | 97 | 54
NCI-H226 | 117 | 109 | 72 | 44 | 92 | 78
NCI-H23 | 95 | 104 | 93 | 83 | 102 | 76
IGROV1 | 109 | 131 | 96 | 78 | 99 | 72
SN12C | 110 | 113 | 84 | 76 | 97 | 76
OVCAR-3 | 110 | 110 | 101 | 72 | 115 | 94

31. C/C=C(\C(=C\C)c1ccc(OC(C)=O)cc1)c1ccc(OC(C)=O)cc1
32. Cc1cn(C2CC(O)C(CO)O2)c(=O)[nH]c1=O (stereo unspecified)
33. Cn1nccc1Nc1nccc(-c2ccn([C@H](CO)c3ccc(Cl)c(F)c3)c(=O)c2)n1
34. N#Cc1ccc(C(c2ccc(C#N)cc2)n2cncn2)cc1
35. COc1ccc2[nH]cc(-c3nc(N)nnc3-c3cn(C)c4ccc(OC)cc34)c2c1
36. O[C@@H]1Cc2cc(Br)c3ccccc3c2N[C@H](c2ccccc2Cl)C1
Screen / compound no. | 31 | 32 | 33 | 34 | 35 | 36
SK-OV-3 | 102 | 109 | 119 | 107 | 98 | 93
NCI/ADR-RES | 88 | 111 | 90 | 104 | 95 | 94
OVCAR-4 | 92 | 92 | 99 | 108 | 97 | 75
OVCAR-5 | 100 | 109 | 47 | 112 | 98 | 103
NCI-H226 | 97 | 104[100 µM] | 110 | 106 | 81 | 85
NCI-H23 | 104 | 108 | 69 | 105 | 85 | 90
IGROV1 | 111 | 101 | 82 | 109 | 70 | 96
SN12C | 94 | 95 | 107 | 105 | 96 | 95
OVCAR-3 | 105 | 106 | 115 | 108 | 53 | 103

Reformatted: entries from further up.
(33) Cn1nccc1Nc1nccc(-c2ccn([C@H](CO)c3ccc(Cl)c(F)c3)c(=O)c2)n1
  SK-OV-3: 119
  NCI/ADR-RES: 90
  OVCAR-4: 99
  OVCAR-5: 47
  NCI-H226: 110
  NCI-H23: 69
  IGROV1: 82
  SN12C: 107
  OVCAR-3: 115
(34) N#Cc1ccc(C(c2ccc(C#N)cc2)n2cncn2)cc1
  SK-OV-3: 107
  NCI/ADR-RES: 104
  OVCAR-4: 108
  OVCAR-5: 112
  NCI-H226: 106
  NCI-H23: 105
  IGROV1: 109
  SN12C: 105
  OVCAR-3: 108

Structures listed so far with an aryl methoxy group:
3. C#Cc1cccc(Nc2ncnc3cc(OC)c(OCCCCCCC(=O)NO)cc23)c1
17. CCN(CC)CC(O)CNc1c2ccc([N+](=O)[O-])cc2nc2cc(OC)c(OC)cc12 (stereo unspecified)
19. COc1cccc(Nc2ncnn3ccc(CN4CC[C@@H](N)[C@H](O)C4)c23)c1
35. COc1ccc2[nH]cc(-c3nc(N)nnc3-c3cn(C)c4ccc(OC)cc34)c2c1
Screen / compound no. | 3 | 17 | 19 | 35
SK-OV-3 | -58* | -42* | -41* | 98
NCI/ADR-RES | 14 | 52 | 19 | 95
OVCAR-4 | 6.3* | -39* | 61 | 97
OVCAR-5 | -8.4* | 10 | 25 | 98
NCI-H226 | -11* | -39* | 6.0* | 81
NCI-H23 | -31* | -27* | 36 | 85
IGROV1 | -41* | -40* | -19* | 70
SN12C | 5.4* | -34* | 19 | 96
OVCAR-3 | -20* | -38* | 44 | 53

(continued)
37. CCCCCCCCCCCCCCCCCCN
38. CC(/C=C/c1ccc(Cl)cc1)=N\OCC(=O)NC(C)C
39. C[C@H]1Oc2cc(cnc2N)-c2c(nn(C)c2C#N)CN(C)C(=O)c2ccc(F)cc21
40. COc1cccc(NC(=O)Nc2ccc3nc(NS(=O)(=O)c4ccc5ccccc5c4)sc3c2)c1
41. COc1ccc2c(c1)c(C(=O)c1nc(-c3cn(C)c4ccc(OC)cc34)no1)cn2C
42. CCOC(=O)[C@H](CCc1ccccc1)N[C@@H](C)C(=O)N1Cc2ccccc2C[C@H]1C(=O)O
43. O=C(Nc1ccc(OCc2cccc(F)c2)cc1)c1ccc2nc(NS(=O)(=O)c3ccc4ccccc4c3)sc2c1
44. NC(=O)C1(N2CCCCC2)CCN(CCCC(=O)c2ccc(F)cc2)CC1
45. CNC(=O)c1ccc(Nc2ncc(C(F)(F)F)c(NCc3nccnc3N(C)S(C)(=O)=O)n2)cc1
Screen / compound no. | 37 | 38 | 39 | 40 | 41 | 42 | 43 | 44 | 45
SK-OV-3 | 107 | 98 | 55 | 101 | 65 | 101 | 92 | 31 | -21*
NCI/ADR-RES | 95 | 101 | 80 | 91 | 78 | 100 | 99 | 100 | 30
OVCAR-4 | 101 | 109 | 81 | 95 | 63 | 109 | 107 | 60 | 1.7*
OVCAR-5 | 83 | 101 | 58 | 104 | 99 | nt | 107 | 73 | 1.0*
NCI-H226 | 100 | 99 | 92 | 79 | 80 | 105 | 101 | 44 | 2.8*
NCI-H23 | 89 | 96 | 84 | 94 | 91 | 100 | 95 | 32 | -17*
IGROV1 | 61 | 93 | 80 | 100 | 91 | 105 | 90 | 63 | 3.1*
SN12C | 93 | 102 | 95 | 96 | 81 | nt | 95 | 43 | 5.6*
OVCAR-3 | 104 | 102 | 108 | 101 | 96 | 108 | 100 | -15* | 9.4*

Only part of the results is shown. The share of hits here may be higher or lower than overall.
